HSF1 activator: increases HSF-1 driven luciferase reporter signal. actives 1.7% (n = 300,000). NIH3T3-HGL HSF-1 luciferase reporter, MG132, 8 h; 100% = twice DMSO control signal. activation, % at 9 µM. AID 504408;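 active = mean replicate activation of at least 50% with a set share of replicates each reaching 50%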;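 also: 0% = median of the neutral control wells and 100% = twice that signal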
KLF5 inh: kruppel-like factor 5 inhibition; DLD-1 KLF5 promoter-luciferase reporter, luminescence; inhibition, % at 5 µM; actives 0.23% (n = 290,000);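 active = inhibition above a per-plate limit of that plate's mean compound inhibition plus 3 SD, cut at about 60% in these data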;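 also: 0% = DMSO wells and 100% = LY294002 at 200 µM; higher means less KLF5 promoter-driven luciferase light; inactives centre near -14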
aSyn UTR inh: 5' untranslated region of α-synuclein, MLPCN primary screen | AID 1813 | actives 0.82% (n = 300,000) | inhibition, % (tested at 7.5 µM) | alpha-synuclein 5'UTR reporter, inhibitor activity; in the data active = inhibition above about 60%;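 also: H4 neuroglioblastoma cells stably carrying SNCA 5'UTR luciferase fusion; 0% = DMSO wells and 100% = positive control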
PolyA inh: inhibitors of polyadenylation in S. cerevisiae. S. cerevisiae SKY197-pL101 polyadenylation reporter, beta-gal luminescence; efflux-impaired pdr1/pdr3 knockout yeast; score 100 = 6 SD above DMSO. calls only at 12 µM. actives 0.02% (n = 300,000);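 active = lowest replicate activity score at least 50, where 100 means six control SD above control mean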;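 also: yeast exposed to compound for 9 h at 30 °C; higher score means more reporter readthrough which indicates perturbed polyadenylation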
HSP90 refold inh: HSP90 refolding inhibition in rabbit reticulocyte lysate | luciferase refolding luminescence, 3 h | inhibition, % at 5.6 µM | actives 0.91% (n = 290,000);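 active = inhibition above the screen-wide mean plus 3 SD, computed separately per campaign, cut at about 16% in these data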;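 also: 0% = DMSO wells and 100% = 60 µM geldanamycin wells; inhibitors lower the luminescence because luciferase stays unfolded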
AI-2 QS modul: modulates the Vibrio harveyi AI-2 quorum sensing system; Vibrio harveyi JMH597 AI-2 luminescence/OD600 ratio, 9 h; active compounds read low; strain lacks LuxN and CqsS sensors; 0 = neutral-control median; activity change, % at 7.5 µM; actives 0.4% (n = 300,000); AID 2094; in the data active = activity change below about -75%, passing the limit was not always enough;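 also: luminescence divided by OD600 gain over 9 h not by final OD600 alone; inactives centre near 13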
GSK3 alpha inh: inhibitors of human GSK-3 alpha kinase; ADP-Glo luminescence, 60 min; P49840; actives 0.1% (n = 320,000); inhibition, % at 10 µM; AID 2650;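 in the data active = inhibition above about 50%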;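 also: GST-tagged GSK-3 alpha with peptide substrate and 25 µM ATP; 0% = DMSO neutral wells and 100% = GW8510 positive control wells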
Target sequence (P49840 whole entry, looked up): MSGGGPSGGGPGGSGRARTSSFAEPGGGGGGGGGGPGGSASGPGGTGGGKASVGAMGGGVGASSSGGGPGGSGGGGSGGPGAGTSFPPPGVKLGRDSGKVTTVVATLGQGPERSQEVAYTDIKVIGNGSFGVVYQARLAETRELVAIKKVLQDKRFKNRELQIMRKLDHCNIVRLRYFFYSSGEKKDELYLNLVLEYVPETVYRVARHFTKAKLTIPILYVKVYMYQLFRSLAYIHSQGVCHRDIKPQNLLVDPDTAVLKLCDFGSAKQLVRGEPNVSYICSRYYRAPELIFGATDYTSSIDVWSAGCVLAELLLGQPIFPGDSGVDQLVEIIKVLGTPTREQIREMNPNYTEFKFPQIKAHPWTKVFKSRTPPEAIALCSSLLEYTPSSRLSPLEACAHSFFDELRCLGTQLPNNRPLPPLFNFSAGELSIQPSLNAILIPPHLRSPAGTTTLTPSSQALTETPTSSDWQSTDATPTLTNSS
IEC-6 cytotox: kills IEC-6 intestinal cells in KLF5 counter-screen. AID 1825. actives 0.78% (n = 290,000). IEC-6 cytotoxicity, luminescence viability. inhibition, % at 5 µM; in the data active = inhibition above about 22%;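 also: 0% = plate median of test compound wells and 100% = cytotoxic reference compound wells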
HSF1 inh: HSF1 inhibition | NIH3T3-HGL HSE-luciferase, MG132-induced, luminescence 8 h; active compounds read low | activity change, negative = inhibition, % at 7.5 µM (by protocol) | actives 0.77% (n = 300,000) | AID 2098;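 active = more than half of replicate wells show activity change below -50%, luminescence cut by over half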;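 also: luciferase reports HSF-1 transcriptional activity via heat shock element; 0% = median of DMSO wells and -100% = zero luminescence signal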
GSK3B inh: human GSK3beta kinase inhibition; GST-GSK3beta kinase, ADP-Glo luminescence, 60 min; active compounds read low; AID 2097; activity score (negative = inhibition), % at 10 µM; actives 0.038% (n = 300,000); P49841;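 active = more than half of replicate wells score below -50%, meaning over 50% inhibition versus plate controls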;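 also: 0% = median DMSO wells and -100% = median GW8510 positive control wells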
Target sequence (P49841 whole entry, looked up): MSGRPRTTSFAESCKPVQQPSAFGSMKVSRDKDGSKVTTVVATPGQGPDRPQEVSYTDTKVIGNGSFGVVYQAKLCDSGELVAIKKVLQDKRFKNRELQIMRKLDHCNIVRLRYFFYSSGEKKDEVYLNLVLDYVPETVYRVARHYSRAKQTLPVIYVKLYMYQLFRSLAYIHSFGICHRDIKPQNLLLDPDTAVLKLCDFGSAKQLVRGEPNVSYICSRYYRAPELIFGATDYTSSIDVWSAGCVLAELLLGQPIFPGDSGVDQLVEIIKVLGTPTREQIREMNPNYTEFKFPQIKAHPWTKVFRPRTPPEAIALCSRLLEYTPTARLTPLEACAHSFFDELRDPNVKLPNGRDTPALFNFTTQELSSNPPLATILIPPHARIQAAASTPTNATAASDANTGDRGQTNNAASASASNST
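Test system – GST-tagged human GSK3beta kinase, cell-free · Incubation – 60 min enzyme reaction, room temperature · Signal – ADP-Glo luminescence · Also added – peptide substrate and ATP at 25 µM · Controls – DMSO neutral wells and GW8510 at 20 µM as positive · Buffer or medium – Tris/MgCl2 kinase buffer · Measure – Luminescence-derived activity versus plate DMSO and GW8510 wells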
An asterisk follows results filed as active; i = inactive; . = no result given. The list is partial (hit frequency here may not be typical).

SMILES	HSF1 activator	KLF5 inh	aSyn UTR inh	PolyA inh	HSP90 refold inh	AI-2 QS modul	GSK3 alpha inh	IEC-6 cytotox	HSF1 inh	GSK3B inh
CC1C2Cn3c(nc4ccccc43)C1N(C)O2 (stereo unspecified)	6	.	5	.	.	14	4	.	4	-5
CCC(C)n1c(C)cc(C(N)=O)c1C (stereo unspecified)	-15	-7	16	i	-5	15	-7	-10	1	0
O=[N+]([O-])[N-][n+]1cnn(Cc2ccc(Cl)cc2)c1	0	-1	-13	.	1	3	0	1	4	-3
CCC1(C)CC(CCNCc2ccc(N(C)C)cc2)(c2ccc(F)cc2)CCO1 (stereo unspecified)	-3	-11	7	i	-1	17	0	1	-5	-4
CCOP(=O)(OCC)C(NC(=O)CN1C(=O)c2ccccc2S1(=O)=O)C(Cl)(Cl)Cl (stereo unspecified)	-34	13	-11	i	0	18	-1	0	-18	2
O=c1[nH]c(=O)n(CCC2=CCCCC2)c(O)c1C=NC1CCN(Cc2ccccc2)CC1	.	-7	.	.	2	.	1	5	.	.
Cc1onc(-c2c(Cl)cccc2Cl)c1C(=O)Nc1ccc2c(C(F)(F)F)cc(=O)oc2c1	7	-7	12	i	0	11	-1	1	6	1
Cc1cc(/C=C2/C(=O)NC(=O)N(Cc3ccco3)C2=O)c(C)n1-c1ccccc1	-38	-15	-6	i	7	12	0	-6	-29	5
N#CCC(=O)NN1Cc2ccccc2C1=N	-3	13	9	i	1	8	-1	-2	-7	1
COc1ccc(OC)c(CN2CCN(C(=O)Cc3ccccc3)CC2)c1	-16	-29	4	i	-3	12	-3	-2	-2	0
COc1cccc(OP(=O)(Nc2ccccc2)Oc2cccc(OC)c2)c1	35	6	35	i	7	3	0	5	0	-3
CN1C(=O)C(=Cc2ccccc2OCc2ccccc2Cl)C(=O)N(C)C1=O	-8	-2	-20	i	1	0	-4	3	-1	-7

A draw from above in order of number of heavy atoms, low to high:
SMILES	HSF1 activator	KLF5 inh	aSyn UTR inh	PolyA inh	HSP90 refold inh	AI-2 QS modul	GSK3 alpha inh	IEC-6 cytotox	HSF1 inh	GSK3B inh
N#CCC(=O)NN1Cc2ccccc2C1=N	-3	13	9	i	1	8	-1	-2	-7	1
CN1C(=O)C(=Cc2ccccc2OCc2ccccc2Cl)C(=O)N(C)C1=O	-8	-2	-20	i	1	0	-4	3	-1	-7
CCOP(=O)(OCC)C(NC(=O)CN1C(=O)c2ccccc2S1(=O)=O)C(Cl)(Cl)Cl (stereo unspecified)	-34	13	-11	i	0	18	-1	0	-18	2

Returning to the listing; the 6 compounds before the break are reprinted first.
SMILES	HSF1 activator	KLF5 inh	aSyn UTR inh	PolyA inh	HSP90 refold inh	AI-2 QS modul	GSK3 alpha inh	IEC-6 cytotox	HSF1 inh	GSK3B inh
Cc1onc(-c2c(Cl)cccc2Cl)c1C(=O)Nc1ccc2c(C(F)(F)F)cc(=O)oc2c1	7	-7	12	i	0	11	-1	1	6	1
Cc1cc(/C=C2/C(=O)NC(=O)N(Cc3ccco3)C2=O)c(C)n1-c1ccccc1	-38	-15	-6	i	7	12	0	-6	-29	5
N#CCC(=O)NN1Cc2ccccc2C1=N	-3	13	9	i	1	8	-1	-2	-7	1
COc1ccc(OC)c(CN2CCN(C(=O)Cc3ccccc3)CC2)c1	-16	-29	4	i	-3	12	-3	-2	-2	0
COc1cccc(OP(=O)(Nc2ccccc2)Oc2cccc(OC)c2)c1	35	6	35	i	7	3	0	5	0	-3
CN1C(=O)C(=Cc2ccccc2OCc2ccccc2Cl)C(=O)N(C)C1=O	-8	-2	-20	i	1	0	-4	3	-1	-7
CN1C(=O)NC(=O)[C@]2(Cc3ccccc3N3CCN(c4ccccc4)CC32)C1=O (stereo partly specified)	-5	-16	-23	i	3	5	0	6	-2	3
O=c1c2ccccc2nc(/C=C/c2ccco2)n1-c1ccccc1O	17	1	-6	.	19*	6	-1	-5	7	1
Clc1ccc(C2NCCc3[nH]cnc32)cc1 (stereo unspecified)	.	-31	-8	i	-1	35	.	-7	.	3
COC(=O)C1=C(c2ccccc2)C[C@@H]2CC[C@H]1N2C(=O)N1CCOCC1	-6	.	26	i	.	24	-1	.	0	0
CCNc1nc(NC(C)(C)C)nc(SC)n1	4	.	17	i	.	16	0	.	11	4
CCOP(=O)(OCC)C(O)c1ccc(Br)cc1 (stereo unspecified)	-3	-3	3	i	0	6	-3	-2	3	12
O[C@@H]1CCCN2CCc3c([nH]c4ccccc34)[C@H]12	1	.	9	i	.	10	-1	.	-8	-21
CN(C)CC#CCn1c2ccccc2c2ccccc21	26	-34	-6	i	4	16	0	5	7	-3
O=C1N(c2ccccc2)C(c2cccnc2)N2CCCN12 (stereo unspecified)	9	-5	7	i	-3	24	-1	3	-6	-5
CCOc1ccc(NC(=O)c2c(O)[nH]c(=O)[nH]c2=O)cc1	-3	.	-17	i	.	-1	-2	.	5	-2
CCC1(C(=O)c2ccc(C)cc2)C2c3ccccc3OC(=O)C21C(=O)O (stereo unspecified)	-3	18	-22	i	4	11	-2	4	-3	10
CC(c1ccccc1)(c1ccccc1)c1ccncc1	9	-6	18	i	4	18	0	-11	6	-2
CCC12CN3CCN(CC(C3)C1O)C2 (stereo unspecified)	0	-17	11	i	1	20	-1	4	0	3
COCCNC(=O)c1c(NC(=O)c2ccc(Br)o2)n(Cc2ccccc2)c2nc3ccccc3nc12	66*	-37	-16	i	0	11	19	-3	30	1
Cc1cc(C(=O)CS(=O)(=O)c2ccccc2)cc(C)c1OC(=O)N(C)C	33	-28	-71	i	2	16	-2	2	16	-2
COC(=O)CC1(CC(=O)OC)C(=O)NC(=O)NC1=O	25	-19	2	i	-1	25	1	0	-1	1
O=C1/C(=C\c2ccc([N+](=O)[O-])cc2)N2CCC1CC2	16	-8	-13	i	-5	19	-2	-8	3	5
C=CCn1c(O)c(C=NCCN2CCNCC2)c(=O)[nH]c1=O	-8	-11	-1	i	-4	12	5	4	-4	-6
N#CC1(c2ccccc2)CCN(C2CC(=O)N(c3ccc(F)cc3)C2=O)CC1 (stereo unspecified)	-28	-26	-6	i	-5	4	2	-5	-7	2
CCOC(=O)c1c(C=O)c2ccccc2n1Cc1ccccc1F	28	3	26	i	5	11	-1	7	-4	0
CN1CCc2nc(SCc3ccccc3Br)c(C#N)cc2C1	18	-17	4	i	6	10	1	9	6	-1
CNC(=O)c1cccn(Cc2cc(C(F)(F)F)cc(C(F)(F)F)c2)c1=O	28	-20	34	i	-2	7	-1	6	16	-2
CCCCN1C(=O)NC(=O)C2(Cc3c(nc4c(C)cccn4c3=O)N3CCc4ccccc4C32)C1=O (stereo unspecified)	12	-30	-42	i	1	21	-2	0	3	4
CCC1=Nc2cc(C(=O)N3CCC4(CC3)OCCO4)ccc2Sc2ccc(Br)cc21	0	-2	8	i	5	17	0	-2	-1	-1
COc1ccc(-c2nc3ccc(C(=O)N4CCC5(CC4)OCCO5)cc3nc2-c2ccc(OC)cc2)cc1	8	12	-5	i	3	17	-16	-5	3	-3
O=C1CC(c2cccnc2)=NN1c1ccccc1	7	-25	-8	i	28*	28	6	-4	-1	2
Cc1ccc(-n2c(O)c(C=NC3CCCCC3N)c(=O)[nH]c2=O)cc1C (stereo unspecified)	0	-8	-4	i	1	9	-1	-8	1	4
Cc1ccc(OCC(=O)N2CCCC(N3CCN(c4ccc(F)cc4)CC3)C2)cc1 (stereo unspecified)	-3	-2	1	i	-3	.	-2	10	2	6
Cc1ccc(OCC(=O)Nc2ccc(Cl)cc2C(=O)c2ccccc2)cc1	1	-28	19	i	-4	9	-2	-2	5	2
COC(=O)[C@]1(C)C[C@H]1[C@H](NP(=O)(c1ccccc1)c1ccccc1)c1ccccc1	14	-15	-23	i	-1	7	0	2	7	-3
CCOP(=O)(OCC)C(NC(=O)c1ccc(C)cc1)C(Cl)(Cl)Cl (stereo unspecified)	1	-9	0	i	-1	18	-3	3	-4	2
COc1ccc(CCNCc2ccccc2F)cc1	11	-9	-15	i	-4	8	-1	-2	-4	-2
CC(=O)NC(=O)NC(C)Cc1ccccc1 (stereo unspecified)	-10	-8	2	i	1	-2	0	3	-7	-2
CCC(=Nc1ccc2c(c1)CCC2)c1c(O)n(C)c(=O)n(C)c1=O	-1	.	5	i	.	15	0	.	-10	1
CC(C)NS(=O)(=O)c1ccc(OCC(=O)N2CCN(Cc3ccccc3)CC2)cc1	-2	6	-1	i	0	39	-3	-2	-8	1
CN(C)c1nc(OCCNC(=O)COc2ccc(Cl)cc2Cl)nc(N2CCCCC2)n1	30	-24	-1	i	1	5	-3	-7	8	5
CCCC(C)n1[nH]c(=O)c2c1NC(=O)CSC2c1ccccc1 (stereo unspecified)	2	-42	-24	i	-2	8	-3	0	-7	-2
CC12CN3CC(C)(CN(C1)C3c1ccco1)C2=O (stereo unspecified)	6	-33	-1	i	1	.	-1	0	-6	.
CCC(=NCc1cccnc1)c1c(O)n(Cc2ccccc2)c(=O)[nH]c1=O	.	-21	27	.	3	15	0	4	.	-1
c1ccc2c(CN3CCCCCCC3)c[nH]c2c1	-5	-5	12	i	2	-1	3	-3	-6	-13
